# Bioassay records: PubChem BioAssay, Broad Institute
# Cneo AK release: Cryptococcus neoformans lysis via adenylate kinase release; C. neoformans lysis, adenylate kinase release luminescence, 4 h; normalised: neutral wells 0, clomiphene wells 100; lysis activity, % at 15 µM; 360,000 tested, 0.2% active;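 active means mean lysis activity across replicates of at least 80%, whatever share of replicates individually reach that level; inactive means mean lysis activity below 80%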
#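 Test system: log-phase Cryptococcus neoformans yeast cells. Input: 5 × 10^6 yeast cells/mL. Medium: fresh YPD growth medium. Doses: single dose. Incubation: static 4 h at 37 °C with compound, 1 h detection. Measured by: luminescent adenylate kinase detection reagent. Read-out: signal increase indicating cell lysis. Benchmarks: Clomiphene.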
# miR122 inh: miR-122 inhibition in Huh7 cells; 340,000 tested, 0.3% active; activation (reporter increase), % at 12.5 µM; Huh7 miR-122 Renilla luciferase sensor, 48 h; neutral wells = 0, positive control = 100; AID 602342;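 active means mean replicate activation score at least 90 and every replicate individually at or above 90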;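 further: higher luciferase means less miR-122 activity so hits act as miR-122 inhibitors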
# ERp5 inh: inhibitors of human ERp5. inhibition, % at 9.99 µM. 350,000 tested, 0.05% active. ERp5 insulin aggregation, absorbance 650 nm, 90 min. Q15084;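 active means mean replicate inhibition above about 25%, with every replicate also reaching it, limit read from the data, passing the limit was not always enough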
# Target sequence (Q15084 whole entry, looked up): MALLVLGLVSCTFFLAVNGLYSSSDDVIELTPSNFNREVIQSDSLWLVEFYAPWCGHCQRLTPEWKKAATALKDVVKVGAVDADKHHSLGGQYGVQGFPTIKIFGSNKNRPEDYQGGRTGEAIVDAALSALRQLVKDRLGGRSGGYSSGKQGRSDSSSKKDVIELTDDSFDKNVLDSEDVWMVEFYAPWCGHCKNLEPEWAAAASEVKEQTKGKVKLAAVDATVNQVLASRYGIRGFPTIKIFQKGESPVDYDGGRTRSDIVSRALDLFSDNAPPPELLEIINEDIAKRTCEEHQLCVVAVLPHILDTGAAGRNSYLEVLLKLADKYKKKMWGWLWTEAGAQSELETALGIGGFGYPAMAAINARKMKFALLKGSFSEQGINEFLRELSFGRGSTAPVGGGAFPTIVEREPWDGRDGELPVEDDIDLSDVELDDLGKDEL
# SIRT5 block: sirtuin-5 (human) deacylase inhibition; Q9NXA8; Purified SirT5, succinyl-peptide AMC, trypsin-coupled fluorescence; inhibition, % at 15 µM; 330,000 tested, 1.1% active; in the data active means inhibition above about 15%
# Target sequence (Q9NXA8 whole entry, looked up): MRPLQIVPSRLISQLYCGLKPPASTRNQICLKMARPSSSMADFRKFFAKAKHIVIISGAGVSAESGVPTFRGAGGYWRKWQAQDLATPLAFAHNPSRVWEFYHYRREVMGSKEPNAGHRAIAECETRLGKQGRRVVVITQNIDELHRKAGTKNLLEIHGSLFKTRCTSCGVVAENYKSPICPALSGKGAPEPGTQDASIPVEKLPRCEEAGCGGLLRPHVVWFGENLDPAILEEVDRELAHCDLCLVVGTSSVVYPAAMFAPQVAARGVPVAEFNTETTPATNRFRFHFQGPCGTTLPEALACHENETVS
# C2C12 statin: suppression of simvastatin myotoxicity; AID 602340; C2C12 myotubes + simvastatin, ATP luminescence, 48 h; scaled: DMSO 0, geranylgeraniol control 100; rescue of ATP level, % at 7.49 µM; 330,000 tested, 0.78% active;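 active means mean ATP rescue above about 67%, or every replicate alone reaching that limit, limit read from the data, passing the limit was not always enough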;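 further: myotubes were challenged with 10 µM simvastatin during compound exposure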
# esBAF inh: inhibitors of esBAF chromatin remodeling in mouse ES cells | Bmi1-luciferase knock-in reporter, 24 h; 100% = twice the neutral-well signal | reporter increase, % at 12.5 µM | 350,000 tested, 2% active | AID 602393; in the data active means activation above about 40%;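 further: 0% = median of the plate's neutral control wells and 100% = double that signal; a rise in the Bmi1 reporter signal indicates esBAF inhibition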
# ARNT TACC3 PPI: ARNT/TACC3 interaction disruption; Q9Y6A5; AlphaScreen His-ARNT PAS-B/GST-TACC3 binding, luminescence; TACC3 fragment carries E629A point mutation; inhibition, % at 9.99 µM; 390,000 tested, 0.66% active; AID 623870;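 active means mean inhibition of replicates at least 50% and at least half of replicates each reaching 50%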;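 further: 0% = complete ARNT plus TACC3 wells and 100% = ARNT alone without TACC3; many hits fall short of the cut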
# An asterisk follows results filed as active; nt = no result given; [ ] = dose if it differs, or a comment.
SMILES,Cneo AK release,miR122 inh,ERp5 inh,SIRT5 block,C2C12 statin,esBAF inh,ARNT TACC3 PPI
CCOC(=O)c1csc(-c2csc(CCNC(=O)c3ccccc3)n2)n1,4.0,7.5,5.6,-1.5,2.2,3.0,nt
CCOc1ccccc1C(=O)NCc1ccc2c(c1)OCO2,-5.8,2.6,nt,nt,-5.5,-3.8,1.1
CO[C@@H]1CN(C)C(=O)c2ccc(NC(=O)c3cnccn3)cc2OC[C@@H](C)N(CC2CC2)C[C@H]1C,-4.0,4.6[16.7 µM],-0.7,nt,10.2,4.2,3.1
OC[C@@H]1[C@H](c2ccc(/C=C/c3ccccc3)cc2)[C@H]2CN(Cc3cccnc3)CCCCN12,2.6,-24.8[16.7 µM],-0.7,2.2,1.0,-2.3,10.0
COc1ccc(-c2nnc(NC(=O)c3ccc(S(=O)(=O)N4CCc5ccccc5C4)cc3)o2)cc1,-0.2,0.1,nt,nt,15.8,0.3,nt
CCCN(C)C[C@@H]1Oc2cc(C#CCC3CCCC3)ccc2S(=O)(=O)N([C@@H](C)CO)C[C@H]1C,nt,20.5[16.7 µM],nt,nt,-9.8,-1.6,nt
Cc1ccc(NC(=O)CSCC#N)cc1,-1.2,-8.3,nt,nt,-11.5,2.2,-0.7
C/C=C/c1ccc([C@H]2[C@@H](CNC(=O)c3ccccn3)N(C(=O)CC)[C@H]2CO)cc1,-0.2,7.1[16.7 µM],2.6,0.2,12.2,2.6,-6.9
CN(CC(=O)Nc1cccc(F)c1)C(=O)c1cc(=O)[nH]c2ccccc12,0.5,nt,3.3,-3.8,-1.1,-6.3,-3.9
COCC(=O)Nc1ccc2c(c1)OC[C@@H](C)N(Cc1cc(-c3ccccc3)on1)C[C@@H](C)[C@H](OC)CN(C)C2=O,0.7,nt,-6.0,nt,0.3,4.0,7.5
CCOc1cc(N2CCOCC2)c(OCC)cc1NC(=O)c1ccc2ccccc2n1,nt,nt,3.0,-1.2,nt,nt,7.9
CCCOc1ccc(N2CC(C(=O)Nc3ccccc3C(=O)NC)CC2=O)cc1 (configuration not stated),-0.5,-7.4,1.6,-2.0,3.8,-1.4,-3.6
O=C(CCCN1CC=C(n2c(=O)[nH]c3ccccc32)CC1)c1ccc(F)cc1,1.0,-6.4,6.3,-2.0,-10.4,2.0,-2.8
Cc1ccc(NC(=O)/C=C/c2ccc(S(=O)(=O)N3CCOCC3)cc2)cc1S(=O)(=O)N(C)C,1.0,-1.7,2.4,1.2,-33.2,-8.9,12.7
O=C(NNC(=O)C(Cl)Cl)c1cnn(-c2ccccc2)c1C(F)(F)F,nt,nt,-3.4,-2.3,nt,nt,-9.7
C[C@@H]1CN([C@H](C)CO)C(=O)CCCn2cc(nn2)CO[C@@H]1CN(C)C(=O)Cc1ccccc1,nt,3.0[16.7 µM],nt,nt,-4.1,1.1,nt
CCCCCCCCCCCC(=O)c1c(O)cccc1O,10.5,-14.5,0.8,nt,-2.5,0.0,-3.0
Cc1ccc(N2CC(C(=O)NCCc3ccc(S(N)(=O)=O)cc3)CC2=O)cc1 (configuration not stated),-4.4,0.9,1.4,-5.3,10.0,-8.1,-1.6
O=C1c2cccnc2C(Nc2ccc(Cl)cc2)N1Cc1cccs1 (configuration not stated),-0.3,25.4,-8.8,-4.9,nt,nt,-1.4
N#Cc1ccc(-c2nc3ccc(Cl)cn3c2Cc2cccc(Cl)c2)cc1,-0.7,2.3,-1.1,-0.2,4.8,4.5,nt
C[C@H]1CN([C@@H](C)CO)S(=O)(=O)c2ccc(-c3cccc(C#N)c3)cc2O[C@H]1CN(C)C(=O)c1ccc(F)cc1,5.1,3.0[16.7 µM],-7.2,0.3,3.1,2.3,-0.1
O=C(NNc1nc2ccc(Cl)cc2s1)c1cc(-c2cccs2)nc2ccccc12,1.4,-0.4,3.3,-2.1,-81.3,-3.5,8.8
COc1cccc(NC(=O)c2cccc(C(=O)Nc3cccc(OC)c3)c2)c1,0.9,nt,-8.5,-1.8,-22.9,-0.8,-3.1
CN(C)CCCNCCCNC(=O)/C=N/O,0.1,-3.2,-3.4,0.8,-0.8,-1.0,-2.2
COc1ccc(CCNC2CCC(c3ccccc3)CC2)cc1 (configuration not stated),3.2,-2.8,-3.3,-0.9,-1.4,-7.7,0.2
COCC(=O)Nc1ccc2c(c1)[C@H]1C[C@H](CC(=O)N3CCc4ccccc4C3)O[C@H](CO)[C@H]1O2,-6.7,3.9[16.7 µM],5.6,3.5,-7.3,4.7,-2.2
COc1cccc(-c2ccc([C@@H]3[C@@H](CO)N4CCCCN(Cc5cncnc5)C[C@@H]34)cc2)c1,-0.8,2.9[16.7 µM],nt,nt,5.6,1.0,3.4
CN1C(=O)c2cc(NC(=O)C3CCCCC3)ccc2OC[C@H]2O[C@@H](CC(=O)NC3CCCC3)CC[C@@H]21,-2.8,-0.8[16.7 µM],1.8,-2.0,9.9,0.4,-11.4
CCCC(=O)Nc1ccc2c(c1)C(=O)N(C)[C@@H]1CC[C@@H](CC(=O)NCC(F)(F)F)O[C@H]1CO2,1.1,-33.3[16.7 µM],nt,nt,1.5,-1.0,-8.9
O=C(CCn1ccc2cc(S(=O)(=O)N3CCCC3)ccc21)NCc1cccc(F)c1,-1.1,-0.3,-5.2,-1.4,1.9,-4.9,-9.9
C[C@@H]1CN([C@@H](C)CO)C(=O)c2cc(NS(=O)(=O)c3cccs3)ccc2O[C@@H]1CN(C)S(=O)(=O)c1ccc(Cl)cc1,49.8,23.3[16.7 µM],-1.5,-0.2,27.5,8.8,0.0
C=CCNC(=S)N/N=C/c1ccc(-c2ccc(OC)cc2)o1,nt,nt,3.3,-1.3,nt,nt,0.6
C[C@@H]1CN([C@H](C)CO)C(=O)c2cc(C#Cc3ccccc3F)cnc2O[C@@H]1CN(C)C(=O)Cc1ccccc1,-2.2,-4.7[16.7 µM],-7.7,-3.2,44.4,4.9,5.2
Cc1cc(C)n(Cc2ccc(C(=O)NN)o2)n1,nt,nt,2.9,-0.9,nt,nt,-5.2
CCC(C)(C)n1nnnc1C(C(C)C)N(CCCO)Cc1cc2cc(C)ccc2[nH]c1=O (configuration not stated),-0.4,1.9,nt,nt,nt,nt,0.6
O=[N+]([O-])c1ccc(Sc2nccn2Cc2ccccc2)c([N+](=O)[O-])c1,nt,nt,7.0,-2.2,nt,nt,15.7
Cc1ccccc1NC(=O)CCCCC(=O)Nc1ccccc1C,0.1,-14.5,3.4,-2.5,-2.1,-3.7,-2.7
Cc1ccc(S(=O)(=O)NNC(=O)Nc2cccc3ccccc23)cc1,5.5,-1.4,10.5,-1.5,nt,nt,-7.8
C/C=C/[C@@H](CCn1cc(CCO)nn1)[Si](C)(C)c1ccc(OC)cc1,-7.1,nt,-4.0,10.4,nt,nt,5.7
NC(=O)Nc1ccc(C(=O)OCC(=O)NC2CCCc3ccccc32)cc1 (configuration not stated),0.0,-4.6,3.0,nt,-1.6,-2.1,-2.5

# The list goes on (4 carried over from the part before).
SMILES,Cneo AK release,miR122 inh,ERp5 inh,SIRT5 block,C2C12 statin,esBAF inh,ARNT TACC3 PPI
Cc1ccccc1NC(=O)CCCCC(=O)Nc1ccccc1C,0.1,-14.5,3.4,-2.5,-2.1,-3.7,-2.7
Cc1ccc(S(=O)(=O)NNC(=O)Nc2cccc3ccccc23)cc1,5.5,-1.4,10.5,-1.5,nt,nt,-7.8
C/C=C/[C@@H](CCn1cc(CCO)nn1)[Si](C)(C)c1ccc(OC)cc1,-7.1,nt,-4.0,10.4,nt,nt,5.7
NC(=O)Nc1ccc(C(=O)OCC(=O)NC2CCCc3ccccc32)cc1 (configuration not stated),0.0,-4.6,3.0,nt,-1.6,-2.1,-2.5
Cc1cccc(S(=O)(=O)NCCc2ccccc2)c1,nt,nt,-0.3,-10.6,nt,nt,4.9
COc1ccc(-c2c(NC(=O)c3ccco3)n(C)c3ccccc3c2=O)cc1,-3.7,-0.9,nt,nt,18.4,3.4,-1.5
CSCC[C@H](N)C(=O)NC[C@H]1O[C@@H](n2cnc3c(N)ncnc32)[C@H](O)[C@@H]1O,11.2,-10.3,2.7,2.0,2.6,1.5,-2.0
O=C(O)CCCCCNc1nc2ncn(Cc3ccccc3)c2c(=O)[nH]1,-5.1,nt,-9.1,2.2,-0.7,2.7,3.9
Cc1ccc(CCN2CC(C(=O)NCCCOC(C)C)CC2=O)cc1 (configuration not stated),-0.5,-3.1,4.2,6.1,58.9,-1.7,4.6
Cc1nnsc1C(=O)N1CCCC(N2CCN(c3ccc(F)cc3)CC2)C1 (configuration not stated),0.2,nt,-5.4,0.3,nt,nt,-0.6
N#Cc1cnc(Nc2ccc(F)cc2)nc1N,1.3,-7.9,2.6,-1.3,nt,nt,-2.1
CCC(=O)Nc1ccc2c(c1)OC[C@H](C)N(C(=O)CN(C)C)C[C@H](C)[C@@H](OC)CN(C)C2=O,1.3,-7.9[16.7 µM],-1.4,6.5,8.2,-2.4,-2.4
CCOC(=O)C1CCN(S(=O)(=O)c2cc(F)ccc2OC)CC1,nt,-4.6,7.3,-7.7,nt,nt,-3.2
COc1ccc(CC(=O)NNC(=O)c2ccncc2)cc1,-0.8,-1.0,-3.7,-1.1,-4.4,-10.4,-6.7
CCOc1ccc(NC(=O)CSc2nc3ccccc3c(=O)n2CCCC(=O)N2CCCC2)cc1,-1.4,-22.7,nt,nt,1.8,8.4,-7.2
OC[C@@H]1[C@@H](c2ccc(C#Cc3ccccc3F)cc2)[C@H]2CN(CC3CCOCC3)CCCCN12,6.5,11.5[16.7 µM],-0.6,1.9,-7.7,-2.3,-1.1
CCN1CCN(c2ncnc3c2cnn3-c2ccc(C)cc2C)CC1,0.4,1.3,-5.7,0.4,13.8,-7.4,0.0
CCCNC(=O)N1[C@H](C#N)[C@@H](c2ccc(-c3ccccc3F)cc2)[C@@H]1CO,-2.5,nt,1.9,-2.9,52.4,-4.3,-10.1
O=C(N1CCN(c2ncccn2)CC1)C12CC3CC(CC(C3)C1)C2,nt,nt,3.1,-1.1,nt,nt,-1.5
CCc1ccc2c(CC(=O)NNC(=O)c3ccncc3)coc2c1,0.2,-3.6,-0.9,-0.3,-7.3,-0.1,1.0
Cc1onc(-c2ccccc2)c1CNS(=O)(=O)c1cccc(Cl)c1,0.7,nt,0.7,-0.5,nt,nt,-0.8
Cc1cc(C)c(NC(=O)c2cccc3c2C(=O)N(C2CCCCC2)C3)c(C)c1,0.2,3.3,nt,nt,-8.6,16.5,-5.7
CC(=O)Nc1ccc(C(=O)N2CCCCC2c2cc(C(=O)NCc3cccnc3)no2)cc1 (configuration not stated),-0.1,-6.2,4.0,-2.1,-12.0,-5.7,nt
COc1cc2[nH]c(=O)n(CCCCCC(=O)NCCc3c[nH]c4ccccc34)c(=O)c2cc1OC,0.6,-6.7,nt,nt,-12.2,3.3,5.2

# A different layout for part of the listing above:
# Results follow in this order: Cneo AK release | miR122 inh | ERp5 inh | SIRT5 block | C2C12 statin | esBAF inh | ARNT TACC3 PPI
CCN1CCN(c2ncnc3c2cnn3-c2ccc(C)cc2C)CC1
→ 0.4 | 1.3 | -5.7 | 0.4 | 13.8 | -7.4 | 0.0
CCCNC(=O)N1[C@H](C#N)[C@@H](c2ccc(-c3ccccc3F)cc2)[C@@H]1CO
→ -2.5 | nt | 1.9 | -2.9 | 52.4 | -4.3 | -10.1
O=C(N1CCN(c2ncccn2)CC1)C12CC3CC(CC(C3)C1)C2
→ nt | nt | 3.1 | -1.1 | nt | nt | -1.5

# This is a random part of the collection; any-hit rate near 4%.
